# TRPV1 agonist: HTS Assay for Compounds that Act as Agonists of the Vanilloid Receptor 1 | 320,000 tested, 0.19% active | activation, % at 8.33 µM | TRPV1-expressing cells, Fluo-8 calcium influx, agonist mode | Transient receptor potential cation channel subfamily V member 1 (Homo sapiens), Q8NER1 | AID 540275, 2011; in the data active = activation above about 80%; inconclusive = between about 30% and that limit; also: 0% is about no effect
#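 Cells expressing TRPV1 were dye-loaded with Fluo-8 and read kinetically: 10 s baseline, 3 min after compound (agonist portion), then 2 min after EC20 capsaicin (allosteric enhancer portion). Calcium-bound dye fluorescence at 480/520 nm.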
# p53 reactivator: qHTS assay for re-activators of p53 using a Luc reporter; 320,000 tested, 0.063% active; H1299 p53-A138V BP100-luciferase reporter, luminescence, 24 h; Potency, µM (titrated, usually from 92.2 µM), inactives show at the highest dose activity change, positive = activation, actives largely listed as activators; also: potency is read from the fitted curve at half-maximal effect; % of control where 0% means no effect; nearly all actives have a fitted effect of over 45% in size
#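 p53-null H1299 cells stably carrying temperature-sensitive p53-A138V and a BP100-luciferase reporter were pinned with compounds (4-point, 1:5 series) and held 24 hrs at 37 deg C. Luminescence was read 10 min after detection reagent.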
# BRCA1 expr act: qHTS Assay to Identify Small Molecule Activators of BRCA1 Expression; MCF7-BRCA1-FFLuc reporter, luminescence, 48 h; response scale: scaled: vehicle 0%, 10 µM genistein 100%; AID 624202, 2012; 380,000 tested, 1.1% active; Potency, µM (titrated, usually from 46.1 µM), without a hit: at the top dose activation, usual class: activators; also: potency is read from the fitted curve at half-maximal effect; nearly all actives have a fitted effect of over 80% in size; some results filed as inactive show a strong effect at the top dose
#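 MCF7-BRCA1-FFLuc, 2000 cells/well; 2 h attach, 37 °C/5% CO2; compound 48 h; luciferase substrate 15 min; luminescence end-point. Norm. to genistein 10 microM max activation and DMSO; concentration-response curves fitted.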
# ELG1 genotoxic: qHTS screen for small molecules that induce genotoxicity in human embryonic kidney (HEK293T) cells expressing luciferase-tagged ELG1. HEK293T ELG1-luciferase reporter, luminescence, 16 h. Potency, µM (doses to about 46 µM), for inactives: at the top dose activity change, positive = activation, hits mostly activators. 330,000 tested, 1.3% active; also: potency is read from the fitted curve at half-maximal effect; % of control where 0% means no effect; nearly all actives have a fitted effect of over 60% in size
#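 Genotoxic stress is detected as increased luminescence from luciferase-tagged ELG1 in HEK293T cells, measured with ONE-Glo after a 16 hr treatment at 37 °C.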
# VP16 counter: VP16 counterscreen qHTS for inhibitors of ROR gamma transcriptional activity; Drosophila S2 Gal4-VP16 UAS-luciferase, luminescence, 20 h; Potency, µM (series often up to 53.6 µM), without a hit: top-dose activity, negative = inhibition, actives largely listed as inhibitors; 310,000 tested, 3.5% active; AID 2546, 2010;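 also: Gal4-VP16 expression switched on by copper sulfate through the metallothionein promoter; potency is read from the fitted curve at half-maximal effect; % is scaled to controls: 0 for no effect and ±100 for the full control effect; nearly all actives have a fitted effect of over 50% in size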
# RORgamma inh: qHTS for inhibitors of ROR gamma transcriptional activity | Drosophila S2 Gal4-RORgamma UAS-luciferase reporter, 20 h | Potency, µM (doses to about 53.6 µM), inactives show at the highest dose activity change, negative = inhibition, usual class: inhibitors | 310,000 tested, 5.4% active; also: potency is read from the fitted curve at half-maximal effect; % is scaled to controls: 0 for no effect and ±100 for the full control effect; nearly all actives have a fitted effect of over 60% in size
# Target sequence (P51450 whole entry, looked up, the tested form may be a part): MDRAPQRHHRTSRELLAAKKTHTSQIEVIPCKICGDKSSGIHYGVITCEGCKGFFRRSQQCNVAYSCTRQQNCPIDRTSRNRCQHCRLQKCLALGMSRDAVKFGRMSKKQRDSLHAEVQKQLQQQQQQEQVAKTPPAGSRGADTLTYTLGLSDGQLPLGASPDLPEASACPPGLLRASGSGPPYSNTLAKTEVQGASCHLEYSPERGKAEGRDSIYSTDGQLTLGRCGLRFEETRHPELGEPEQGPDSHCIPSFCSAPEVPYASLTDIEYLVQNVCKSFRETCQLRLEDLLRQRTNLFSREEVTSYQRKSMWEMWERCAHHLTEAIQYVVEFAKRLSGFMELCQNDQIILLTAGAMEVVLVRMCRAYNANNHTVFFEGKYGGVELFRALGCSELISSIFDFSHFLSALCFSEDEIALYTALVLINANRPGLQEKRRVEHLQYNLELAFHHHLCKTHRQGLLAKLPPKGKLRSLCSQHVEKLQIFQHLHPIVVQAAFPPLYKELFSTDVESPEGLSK
#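 Luciferase reporter read in Schneider cells carrying Gal4-RORγ (mouse) and UAS-Photinus luciferase; cells given compound 1 h before 700 uM copper sulfate induction, then incubated 20 h at ambient temperature.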
# FLuc modulator: qHTS profiling assay for firefly luciferase inhibitor/activator using purifed enzyme and Km concentrations of substrates (counterscreen for miR-21 project) | Luciferin 4-monooxygenase (Photinus pyralis), P08659 | purified FLuc, Km substrates, luminescence inhibition | Potency, µM (titrated, usually from 57.5 µM), for the others: at the top dose activity change, negative = inhibition, actives largely listed as inhibitors | 360,000 tested, 6.9% active | AID 588342, 2011;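 also: potency is read from the fitted curve at half-maximal effect; plate controls were vehicle for no effect and reference inhibitor for full effect; nearly all actives have a fitted effect of over 55% in size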
# Target sequence (P08659 whole entry, looked up): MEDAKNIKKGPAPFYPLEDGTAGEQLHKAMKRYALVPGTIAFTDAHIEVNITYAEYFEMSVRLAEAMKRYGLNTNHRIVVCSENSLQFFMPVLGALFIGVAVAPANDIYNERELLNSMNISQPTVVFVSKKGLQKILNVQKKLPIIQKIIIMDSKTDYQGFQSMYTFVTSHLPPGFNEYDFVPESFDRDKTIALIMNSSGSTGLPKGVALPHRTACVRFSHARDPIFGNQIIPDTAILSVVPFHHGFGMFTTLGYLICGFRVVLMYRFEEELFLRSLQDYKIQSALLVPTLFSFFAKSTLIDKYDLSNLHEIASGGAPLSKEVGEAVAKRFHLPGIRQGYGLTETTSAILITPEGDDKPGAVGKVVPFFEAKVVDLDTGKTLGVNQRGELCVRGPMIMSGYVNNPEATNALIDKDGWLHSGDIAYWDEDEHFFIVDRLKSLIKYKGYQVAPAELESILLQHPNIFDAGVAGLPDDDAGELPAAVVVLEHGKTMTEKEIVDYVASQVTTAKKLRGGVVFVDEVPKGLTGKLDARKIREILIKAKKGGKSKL
#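 Purified P. pyralis luciferase, 10 nM final, with Km-level 10 uM D-luciferin and 10 uM ATP in 50 mM Tris acetate pH 7.5, 10 mM Mg acetate, 0.01% Tween-20, 0.05% BSA; 6-point qHTS titration about 60 µM downward; luminescence read.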
# Tb PFK block: qHTS Assay to Find Inhibitors of T. brucei phosphofructokinase. T. brucei PFK, ADP-Glo luminescence. AID 485367, 2010. 330,000 tested, 0.17% active. Potency, µM (titrated, usually from 57.5 µM), without a hit: top-dose activity, negative = inhibition, hits mostly inhibitors;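 also: potency is read from the fitted curve at half-maximal effect; 0% = uninhibited 1x PFK enzyme wells and -100% = no-enzyme wells; nearly all actives have a fitted effect of over 60% in size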
#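 1.25 nM PFK with 0.5 mM F6P and 0.1 mM ATP in 0.1 M TEA pH 8.0, 5 mM MgCl2, incubated 45 min at room temperature; ADP measured by ADP-Glo luminescence; compounds titrated up to 57 uM.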
# ELG1 repair inh: qHTS screen for small molecules that inhibit ELG1-dependent DNA repair in human embryonic kidney (HEK293T) cells expressing luciferase-tagged ELG1. AID 504467, 2011. 330,000 tested, 2.3% active. HEK293T ELG1-luciferase reporter, luminescence, 16 h; DNA damage induced by 5-fluorouridine. Potency, µM (doses to about 46.1 µM), for inactives: top-dose activity change, negative = inhibition, actives largely listed as inhibitors; also: potency is read from the fitted curve at half-maximal effect; % is scaled to controls: 0 for no effect and ±100 for the full control effect; nearly all actives have a fitted effect of over 55% in size
#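 Luminescence from the luciferase reporter, measured 30 min after ONE-Glo reagent at room temperature, was the read-out. Beforehand, 2,000 cells per well were exposed for 16 hr at 37 °C to 5-fluorouridine together with compound or vehicle.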
# NPC1 prom act: qHTS Assay for NPC1 Promoter Activators. Huh7 NPC1 promoter luciferase reporter, 24 h. Potency, µM (highest dose often 9.22 µM), for the others: at the highest dose activation, usual class: activators. 320,000 tested, 2.4% active. AID 485313, 2010;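 also: potency is read from the fitted curve at half-maximal effect; % of control where 0% means no effect; nearly all actives have a fitted effect of over 60% in size; reporter is driven by a mutant NPC1 promoter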
#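 Quantitative HTS used a cell-based reporter: Huh7 cells stably bearing the NPC1 promoter upstream of luciferase were treated with compounds for 24 h, and promoter activation was read as luminescence.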
# Rab9 promoter act: qHTS Assay for Rab9 Promoter Activators | Potency, µM (series often up to 9.22 µM), for inactives: top-dose activation, negative = inhibition, hits mostly activators | 320,000 tested, 2.8% active | Huh7 Rab9 promoter-luciferase reporter, luminescence, 24 h; also: potency is read from the fitted curve at half-maximal effect; % of control where 0% means no effect; nearly all actives have a fitted effect of over 60% in size
#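 Luciferase signal after 10 min detection reagent at ambient indicates Rab9 promoter upregulation; stably transfected Huh7 cells were treated 24 h with compound in DMSO at 37 °C, 5% CO2.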
# An asterisk follows results filed as active; ? = inconclusive; / = no result given; [ ] = dose if it differs, or a comment. Unless noted, calls follow the shape of the dose curve; as a rule, active = well fitted curve in the direction sought with a large enough effect; inconclusive = small, poorly fitted or top-dose-only effect, or another doubt; inactive = no such curve, though single readings can be large; an effect the other way counts as inactive or inconclusive. Compounds as they come; about 15% have a hit in one of these screens.
item	canonical_smiles	NPC1 prom act	BRCA1 expr act	TRPV1 agonist	Tb PFK block	RORgamma inh	Rab9 promoter act	VP16 counter	ELG1 repair inh	ELG1 genotoxic	FLuc modulator	p53 reactivator
1	COc1ccc(S(=O)(=O)N2CCCCC2)cc1NC(=O)c1ccc(C)cc1	-6%	-19%	6	0%	/	-2%	/	3%	4%	0%	?
2	Cn1c(=O)c2c([nH]c(=S)n2CCCc2ccccc2)n(C)c1=O	0%	22%	0	-6%	-43%	0%	-19%	1%	-1%	?	?
3	CC(Cc1cccs1)NC(=O)Nc1ccc(F)cc1 (configuration not stated)	21%	91%	?	-4%	16%	?	4%	?	?	?	9%
4	CCCCCN(C(=O)CCC(=O)OCC(=O)N(C)Cc1ccccc1C)c1c(N)n(CCCC)c(=O)[nH]c1=O	-1%	0%	1	1%	/	8%	/	6%	1%	-2%	-4%
5	C(=C\c1ccccc1)/C=N/Nc1ccc2nncn2n1	?	6%	12	-12%	-3%	-4%	-4%	?	5%	-13%	10%
6	Cc1noc(NS(=O)(=O)c2ccc(NC(=O)c3cc(-c4ccccc4Cl)nc4ccccc34)cc2)c1C	-1%	-9%	3	0%	8%	-2%	2%	-18%	2%	-29%	1%
7	CCCN1CC(=O)N2Cc3[nH]c4ccccc4c3C[C@H]2C1=O	1%	3%	-1	-2%	27%	1%	6%	-6%	1%	4%	2%
8	Cc1ccsc1-c1nc(CSCC(=O)NCc2ccc3c(c2)OCO3)c(C)o1	-1%	-10%	26	0%	-3%	-4%	-1%	-11%	-2%	2%	-1%
9	NNC(=O)c1ccc(CSc2n[nH]c(=O)[nH]c2=O)cc1	-1%	0%	-1	?	17%	7%	0%	?	0%	?	0%
10	CSc1nc(C)cc(Oc2ccc(OCC(N)=O)nn2)n1	-2%	-5%	1	3%	17%	0%	6%	14%	3%	-1%	1%
11	O=C(CCCc1c[nH]c2ccccc12)NCc1ccccc1F	0%	8%	?	0%	34%	0%	-8%	-7%	6%	-4%	1%
12	Cc1cccc(Oc2nc(-c3ccccc3)cc(C)c2S(C)(=O)=O)c1C	-1%	-58%	8	3%	-16%	-10%	1%	?	-5%	7%	7%
13	COc1ccc(NC(=O)c2cccc(S(=O)(=O)N3CCCC3)c2)cc1OC	0%	0%	5	0%	/	0%	/	-5%	5%	/	-2%
14	CCC(=O)c1cn(CC(=O)OC)c2ccccc12	-1%	-9%	6	-3%	-18%	-9%	-2%	1%	-6%	2%	3%
15	CCC(CC)C(=O)c1c[nH]c(C(=O)NCc2ccc(F)cc2)c1	-4%	-22%	16	4%	37%	-2%	-4%	-2%	-6%	0%	3%
16	CC(=O)c1cnc(Nc2nc(C)c3ccc(C)cc3n2)nc1C	0%	-3%	2	2%	?	-2%	?	-20%	-1%	5%	-4%
17	Cc1ccc(C(c2nnnn2C2CCCC2)N2CCN3CCCC3C2)cc1 (configuration not stated)	-1%	-1%	7	1%	3%	-2%	2%	2%	2%	-1%	0%
18	CC(NC(=O)COC(=O)/C=C/c1ccco1)c1ccccc1 (configuration not stated)	-2%	-15%	7	-5%	-24%	10%	1%	9%	1%	-7%	6%
19	C/C(=N/OCC(=O)Nc1ccc(C)cc1C)c1cccs1	4%	-16%	10	5%	26%	-10%	6%	-6%	9%	-4%	0%
20	COc1ccc(O)c(/C=C(\C#N)C(=O)Nc2ccccn2)c1	-2%	-12%	4	-2%	3%	-2%	6%	6%	17%	2.4µM*	10%
21	CN(Cc1ccccc1)C(=O)COc1ccc(C(C)(C)C)cc1	10%	46%	?	2%	30%	?	6%	?	6%	?	15%
22	Cc1ccc2cc(CN(CC3CCCO3)S(=O)(=O)c3cccc4nsnc34)c(=O)[nH]c2c1 (configuration not stated)	-2%	3%	1	0%	33%	0%	-5%	?	-15%	-2%	-1%
23	CCOC(=O)N1CCN(c2nc(SC)nc3sc4c(c23)CC(C)(C)OC4)CC1	-2%	-25%	?	-6%	-14%	-3%	5%	-17%	4%	14%	0%
24	COC(=O)c1cc(C)cc(=O)o1	-1%	-4%	-5	-2%	19%	-3%	3%	2%	0%	1%	-2%
25	Cn1cnnc1SCC(=O)Nc1ccc2nc(SCc3ccccc3F)sc2c1	2.8µM*	4µM*	2	-6%	2%	1.6µM*	-6%	?	?	6.7µM*	?
26	COc1ccc(OC)c(NC(=O)CCCNC(=O)Cn2cnc3sc(C)c(C)c3c2=O)c1	2%	-24%	1	-1%	38%	4%	-7%	-8%	-4%	0%	-6%
27	Clc1ccc(C[n+]2cc(-c3ccccc3)n3c2CCCCC3)c(Cl)c1	-20%	-56%	-4	0%	?	-39%[inhibitor]	13µM*	?	-14%	-2%	-9%
28	COc1ccc(CC(=O)N(C)CC(=O)Nc2c(C)cccc2C)cc1S(=O)(=O)N1CCOCC1	-1%	3%	-1	1%	/	-2%	/	11%	-1%	-1%	-2%
29	Cc1ccc(OCC(=O)Nn2c(C)nc3ccccc3c2=O)c(C(C)C)c1	1%	8%	2	2%	-19%	-2%	22µM*	?	0%	0%	14%
30	O=C(Cn1nnc(-c2ccccc2)n1)c1ccccc1	11%	67%	11	2%	?	11%	-2%	?	10%	?	7%
31	CC(C)Oc1ccc(CCC(=O)NNC(=S)NCc2ccccc2)cc1	2%	3%	17	0%	?	-6%	?	-7%	-2%	0%	-1%
32	CCC1(c2ccccc2)NC(=O)N(CC(=O)Nc2ccccc2N2CCCCC2)C1=O (configuration not stated)	-4%	-54%	21	-2%	/	1%	/	-5%	1%	2%	/
33	OCCN1CCN(C2Cc3cc(Cl)ccc3Sc3ccc(Cl)cc32)CC1 (configuration not stated) (tested in a mixture with another compound)	-1%	-72%	-1	2%	15%	-8%	-1%	-9%	-5%	3%	-8%
34	CC(C)CCOc1ccccc1C(N)=O	3%	10%	8	-3%	22%	-3%	3%	7%	-5%	-4%	-5%
35	COc1ccccc1C(=O)NCC(=O)OC(C)C(=O)NC(=O)NC1CCCCC1 (configuration not stated)	-1%	2%	3	0%	5%	-1%	2%	21%	0%	-2%	1%
36	CCCS(=O)(=O)c1nnnn1-c1cccc(OC)c1	-24%	-59%	1	-16%	1.8µM*	-47%[inhibitor]	4.5µM*	?	-35%[inhibitor]	-2%	-30%[inhibitor]
37	O=C1C2CC=CCC2C(=O)N1Cc1nnc(-c2ccccc2Br)o1 (configuration not stated)	0%	0%	3	1%	15%	2%	26%	?	8%	?	6%

# 6 compounds already listed, arranged by formula weight, low to high.
item	canonical_smiles	NPC1 prom act	BRCA1 expr act	TRPV1 agonist	Tb PFK block	RORgamma inh	Rab9 promoter act	VP16 counter	ELG1 repair inh	ELG1 genotoxic	FLuc modulator	p53 reactivator
36	CCCS(=O)(=O)c1nnnn1-c1cccc(OC)c1	-24%	-59%	1	-16%	1.8µM*	-47%[inhibitor]	4.5µM*	?	-35%[inhibitor]	-2%	-30%[inhibitor]
16	CC(=O)c1cnc(Nc2nc(C)c3ccc(C)cc3n2)nc1C	0%	-3%	2	2%	?	-2%	?	-20%	-1%	5%	-4%
11	O=C(CCCc1c[nH]c2ccccc12)NCc1ccccc1F	0%	8%	?	0%	34%	0%	-8%	-7%	6%	-4%	1%
29	Cc1ccc(OCC(=O)Nn2c(C)nc3ccccc3c2=O)c(C(C)C)c1	1%	8%	2	2%	-19%	-2%	22µM*	?	0%	0%	14%
33	OCCN1CCN(C2Cc3cc(Cl)ccc3Sc3ccc(Cl)cc32)CC1 (configuration not stated) (tested in a mixture with another compound)	-1%	-72%	-1	2%	15%	-8%	-1%	-9%	-5%	3%	-8%
4	CCCCCN(C(=O)CCC(=O)OCC(=O)N(C)Cc1ccccc1C)c1c(N)n(CCCC)c(=O)[nH]c1=O	-1%	0%	1	1%	/	8%	/	6%	1%	-2%	-4%
